CSN deneddyl inh – inhibitors of human CSN-mediated cullin deneddylation; Q92905; Purified CSN, SCF-Nedd8-OG deneddylation, fluorescence polarization; inhibition, % at 12.5 µM; actives 0.38% (n = 360,000); AID 651999;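 active means pattern-corrected inhibition above about 35%, with an unprinted fluorescence ratio check between 0.5 and 1.5, limit read from the data, passing the limit was not always enough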;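 further: 0% = enzyme with substrate and 100% = substrate without enzyme; some results filed as inactive read as strong as hits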
Target sequence (Q92905 whole entry, looked up, one chain of several): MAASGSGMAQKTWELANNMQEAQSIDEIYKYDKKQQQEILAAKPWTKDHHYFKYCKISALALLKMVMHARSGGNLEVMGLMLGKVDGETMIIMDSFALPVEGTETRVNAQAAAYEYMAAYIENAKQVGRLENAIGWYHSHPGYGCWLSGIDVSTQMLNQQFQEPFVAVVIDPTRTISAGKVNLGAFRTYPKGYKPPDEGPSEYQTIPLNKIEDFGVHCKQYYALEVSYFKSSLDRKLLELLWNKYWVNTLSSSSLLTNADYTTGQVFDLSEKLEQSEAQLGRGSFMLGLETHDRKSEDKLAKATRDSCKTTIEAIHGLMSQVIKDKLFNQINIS
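Assay system: HEK293T-derived human Csn5 enzyme; quantity: 0.24 nM enzyme; medium: Tris/NaCl/DTT buffer, pH 7.5; also added: substrate SCFSkp2-Nedd8OG, 10 nM; doses: 12.5 µM compound; schedule: 90 min reaction at room temperature; signal: FP; read-out: % inhibition of substrate cleavage by Csn5; benchmarks: substrate-only high control, full reaction low control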
FAS TE block – FAS thioesterase (human) inhibition; actives 0.67% (n = 360,000); P49327; AID 602261; recombinant FAS-TE, OMFH fluorogenic substrate, fluorescence endpoint; inhibition, % at 15 µM;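 active means compounds whose normalised, plate-corrected inhibition of enzyme fluorescence in the single-dose primary screen is 50% or more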;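 further: 0% = DMSO with enzyme and 100% = substrate without enzyme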
MsrA inhibitor – inhibits bovine methionine sulfoxide reductase A; purified bovine MsrA, absorbance read-out; inhibition, % at 15.5 µM; actives 0.75% (n = 360,000); in the data active means inhibition above about 4.5%;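 further: 0% = vehicle wells with enzyme and 100% = reference inhibitor wells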
TbMetRS inhib – Trypanosoma brucei MetRS inhibition; actives 0.4% (n = 360,000); inhibition, % at 11.9 µM; AID 624268; purified T. brucei MetRS, ATP depletion, Kinase-Glo luminescence;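 active means inhibition above a per-plate cutoff of the control wells' mean inhibition plus 3 SD, cut at about 5.5% in these data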;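 further: 0% = DMSO wells median and 100% = median of wells with control inhibitor compound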
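Material: T. brucei methionyl-tRNA synthetase, purified; reagent: substrates ATP, L-methionine and bulk Escherichia coli tRNA; dosing: 11.9 µM single point; timing: 15 min plus 2 h at 25 °C; detection: luminescence of leftover ATP; evaluation: % inhibition; control set: DMSO-only wells as low control; replicates: singlicate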
bovine MsrA act – activates bovine MsrA enzyme; purified bovine MsrA, absorbance read-out; actives 0.3% (n = 360,000); activation, % at 10.6 µM; in the data active means activation above about 7.5%;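 further: 0% = vehicle and 100% = reference activator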
PABP1 MLLE inh – blocks PAM2 peptide binding to the PABP1 MLLE domain; P11940; GST-MLLE / FITC-PAM2 fluorescence polarization; inhibition, % at 20 µM; actives 0.36% (n = 360,000); AID 588489; in the data active means inhibition above about 35%, passing the limit was not always enough;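 further: plate controls were DMSO wells with GST-MLLE for no effect and wells lacking GST-MLLE protein for full effect; some results filed as inactive read as strong as hits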
Target sequence (P11940 whole entry, looked up, the tested form may be a part): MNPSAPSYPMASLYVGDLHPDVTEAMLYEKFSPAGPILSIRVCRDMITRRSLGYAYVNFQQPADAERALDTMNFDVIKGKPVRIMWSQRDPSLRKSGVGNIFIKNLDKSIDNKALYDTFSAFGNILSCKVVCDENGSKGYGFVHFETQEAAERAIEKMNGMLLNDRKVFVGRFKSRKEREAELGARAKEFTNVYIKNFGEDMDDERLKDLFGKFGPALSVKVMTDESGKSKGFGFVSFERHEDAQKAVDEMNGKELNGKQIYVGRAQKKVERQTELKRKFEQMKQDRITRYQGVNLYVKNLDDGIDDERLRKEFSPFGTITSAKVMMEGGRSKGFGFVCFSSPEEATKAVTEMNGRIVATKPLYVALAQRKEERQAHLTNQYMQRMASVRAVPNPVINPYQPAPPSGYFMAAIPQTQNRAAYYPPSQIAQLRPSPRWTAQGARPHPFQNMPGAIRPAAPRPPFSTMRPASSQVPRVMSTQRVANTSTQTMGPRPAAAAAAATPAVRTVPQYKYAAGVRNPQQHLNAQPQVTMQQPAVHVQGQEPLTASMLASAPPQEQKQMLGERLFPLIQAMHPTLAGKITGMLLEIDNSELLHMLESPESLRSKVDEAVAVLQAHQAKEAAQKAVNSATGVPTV
Neddyl block – blocks human cullin neddylation. TR-FRET cullin neddylation, biochemical. actives 0.58% (n = 360,000). calls only at 25 µM. AID 651699. P61081+Q13564; in the data active means inhibition above about 36%
eLon inh – inhibitors of E. coli Lon protease; P0A9M0; inhibition, % at 7.94 µM; AID 602123; actives 0.42% (n = 360,000); purified E. coli Lon protease, fluorescence polarization; in the data active means inhibition above about 13%, passing the limit was not always enough;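 further: 0% = enzyme with probe and DMSO and 100% = no enzyme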
Rin1-Abl PPI inh – blocks binding of human Rin1 to Abl. AID 588664. inhibition, % at 7.35 µM. TR-FRET Rin1/Abl binding, biochemical. actives 0.4% (n = 360,000). P00519+Q13671; in the data active means inhibition above about 5%, passing the limit was not always enough
The depositor's hits bear a star; i = inactive; . = no result given.

SMILES | CSN deneddyl inh | FAS TE block | MsrA inhibitor | TbMetRS inhib | bovine MsrA act | PABP1 MLLE inh | Neddyl block | eLon inh | Rin1-Abl PPI inh
CCOC(=O)C1CC2=C(CCCC2=O)NC1=O (stereo not drawn) | -5 | -7 | 1.3 | 0.3 | 0 | 15 | i | -5 | -1
CC(C)N(C(=O)COC(=O)[C@H](C)NC(=O)c1ccco1)c1ccccc1 | -1 | -5 | 0.0 | -1.0 | -8 | -9 | i | -11 | 3
Clc1ccc(NNc2ccnc3cc(Cl)ccc23)cc1 | 11 | 19 | 0.9 | -0.7 | -1 | 4 | i | -3 | 6
O=C(NNc1cccc(Cl)n1)Nc1ccccc1Cl | -5 | -6 | 0.3 | -1.2 | -2 | -17 | i | -11 | 5
OCCNCC12CC3CC(CC(C3)C1)C2 | -8 | -7 | 0.2 | -0.3 | 0 | -2 | i | -4 | 2
O=C(Nc1ccccc1N1CCCC1)c1ccc([N+](=O)[O-])o1 | 1 | 2 | 1.3 | 0.1 | -3 | 4 | i | -13 | -1
Cc1csc(NC(=O)c2ccc3c(=O)n4c(nc3c2)CCCCC4)n1 | 0 | 7 | 0.5 | -0.4 | -3 | -11 | i | 0 | 0
CCn1cc(/C=C(\NC(=O)c2cc(OC)c(OC)c(OC)c2)C(=O)NCCN2CCOCC2)c2ccccc21 | 3 | -4 | 1.8 | -0.2 | -4 | -1 | i | -40 | -2
O=c1c2c(O)cc(O)cc2oc2c(O)ccc(O[C@H]3O[C@@H](CO)[C@H](O)[C@@H](O)[C@@H]3O)c12 | 3 | -8 | 3.4 | -0.1 | -5 | 9 | i | 0 | -2
O=C(NCc1ccco1)C1CCN(S(=O)(=O)c2cccc3cccnc23)CC1 | 1 | -1 | -0.7 | -0.3 | -3 | -1 | i | -9 | 3
CC(=O)Nc1cccc(Oc2ccc(-c3noc(C)n3)cc2)c1 | 1 | -1 | 0.2 | 0.0 | -3 | -6 | i | 6 | -2
CCCCCn1c(=O)c2ccccc2n2c(=S)[nH]nc12 | -1 | 1 | 0.4 | -0.4 | 9.6* | -38 | i | 1 | 3
Cc1cccn2c(=O)c3cc(C(=O)NCCCN4CCCC4=O)n(C)c3nc12 | -1 | -7 | 2.2 | -0.9 | -9 | 23 | . | 5 | -6
CCC(CC)c1nnc(NC(=O)CS(=O)(=O)c2ccc(C)cc2)s1 | 0 | -5 | 0.7 | 0.1 | 0 | 27 | i | 1 | -3
Nc1c(NCCN2CCOCC2)c2ccccc2oc1=O | -4 | -4 | -0.6 | 0.0 | -3 | -23 | i | -7 | 4
COc1cc(/C=N/NC(=O)CCNC(=O)c2ccccc2Cl)ccc1O | 0 | -4 | 1.4 | 0.3 | -3 | 2 | i | 5 | -1
Cc1sc(NC(=O)CCCC(=O)O)c(C#N)c1C | 0 | -8 | -0.4 | 0.1 | -5 | 19 | i | -9 | 1
C=C(C)c1cccc(C(C)(C)NC(=O)Nc2ccc(OC)cc2)c1 | -1 | -3 | -0.6 | -0.6 | -1 | 0 | i | 0 | 1
O=c1[nH]cnc(O)c1C1C=CC=CC=C1 | 6 | -8 | 1.4 | -0.2 | -10 | 6 | i | 2 | 2
COc1ccc2[nH]c(-c3cccc(F)c3)cc(=O)c2c1 | 3 | -5 | 0.5 | -0.3 | -2 | 4 | . | -4 | 1
Cc1c2ccccc2cc[n+]1CCCS(=O)(=O)[O-] | 2 | -8 | -0.2 | -0.4 | 0 | -2 | i | -4 | 1
Cc1cc(C(=O)NNC(=O)c2cccc(S(=O)(=O)N3CCOCC3)c2)c2ccccc2n1 | 1 | -4 | 0.2 | -0.2 | -3 | 3 | i | -5 | -1
CCOC(=O)c1cnc(SCC(=O)NNC(=O)c2ccco2)nc1N | 0 | -7 | 0.5 | 0.1 | 0 | 9 | i | -6 | 2
CN(C)c1nc(NNC(=O)c2ccccc2)nc(N(C)C)n1 | 1 | -4 | 1.0 | -0.7 | -7 | 6 | i | 4 | 2
O=C(Nc1ccc2c(c1)CCC2)c1cc(S(=O)(=O)N2CCN(c3ccccc3)CC2)ccc1Cl | 6 | 16 | 0.6 | 0.4 | -2 | -33 | i | -29 | 3
Continued:
SMILES | CSN deneddyl inh | FAS TE block | MsrA inhibitor | TbMetRS inhib | bovine MsrA act | PABP1 MLLE inh | Neddyl block | eLon inh | Rin1-Abl PPI inh
CC(C)C(=O)Nc1cccc(NC(=S)NC(=O)c2ccc(Cl)cc2)c1 | 4 | 12 | 0.5 | -0.7 | 0 | 22 | i | -7 | 4
CCCCN(C)CCNC(=O)C1CCN(S(=O)(=O)c2cccc3nsnc23)CC1 | 1 | -9 | 1.8 | 0.2 | 0 | 13 | i | -2 | -4
CN(C)C(=O)CSc1nnc(-c2cccs2)n1-c1ccccc1 | -1 | -6 | -0.9 | -1.1 | -4 | -1 | i | -1 | -5
COc1ccc(N(C(=O)c2ccco2)C(C(=O)NC2CCCC2)c2ccc(N(C)C)cc2)cc1 (stereo not drawn) | 3 | 34 | -0.7 | -0.3 | 3 | -12 | i | 4 | -3
CCCc1[nH]n(-c2ccc([N+](=O)[O-])cc2)c(=O)c1C=NCCCn1ccnc1 | -18 | 8 | 2.9 | -0.7 | -13 | 13 | i | 1 | -1
CCc1ccc(NC(=O)CSc2nc(C)cs2)cc1 | -5 | -3 | 0.7 | 0.1 | -3 | -1 | i | 9 | -3
O=C(CSc1nnc(CNC(=O)c2ccco2)o1)NC1CCCC1 | -1 | -9 | -0.2 | -0.6 | -2 | -2 | i | -1 | -6
Cc1cc(S(=O)(=O)NCCCn2ccnc2)c(C)cc1Cl | 1 | -1 | -0.6 | -0.3 | -4 | 4 | i | -14 | -2
Cc1ccnc(NS(=O)(=O)c2ccc(NC(=O)Cc3ccccc3)cc2)n1 | -4 | -14 | -0.2 | -0.6 | -7 | -4 | i | -2 | 1
O=C(COc1ccccc1)Nc1ccccc1F | 0 | -4 | -0.1 | -1.0 | -5 | -7 | i | 0 | 0
O=C(Cn1ncc2c3ccccc3n(Cc3ccccc3)c2c1=O)NCCCN1CCCC1=O | 1 | -3 | 0.5 | -0.6 | -5 | 13 | i | -12 | 1
CN(C(=O)CSc1nnc(-c2ccc(F)cc2)n1C)C1CCS(=O)(=O)C1 (stereo not drawn) | 0 | -3 | -0.7 | -0.2 | -2 | -13 | i | -14 | -1
COc1cc2c(cc1NC(=O)CSc1nnc(COc3ccc(Cl)cc3)n1C)oc1ccccc12 | -4 | 27 | -0.5 | -0.4 | -4 | -29 | i | -3 | -1
CCOC(=O)[C@]12CCCC=C1N(Cc1ccccc1)C(=O)[C@H](CC(=O)N1CCC(c3ccccc3)CC1)C2 | 4 | . | 1.6 | -0.1 | . | . | i | . | .
COCCN(Cc1ccc(C)c(Br)c1)C(=O)Cn1cnc(S(=O)(=O)N2CCCC2)c1 | 0 | 4 | -0.1 | -0.1 | 0 | 12 | i | 2 | 0
CN(C)c1ccc(C(=S)N2CCOCC2)cc1 | 1 | -8 | 0.8 | -0.4 | -7 | -36 | i | 7 | -4
S=C(Nc1ccccc1Cl)N1CCCC(c2ccccc2)=N1 | 8 | 39 | 1.1 | -0.6 | -3 | -12 | i | -3 | -4
COc1ccccc1CNC(=O)COC(=O)c1cccs1 | 1 | -2 | 0.2 | -0.2 | -2 | 3 | i | -4 | 3
CCOc1cc(C2C(C(=O)OC)=CN(C3CCCC3)C=C2C(=O)OC)cc(Br)c1O | -2 | 3 | 1.3 | -0.1 | -3 | 0 | i | 3 | 0
CCN(CC(=O)Nc1c(F)cccc1F)C(=O)c1csc2c1CCCC2 | -5 | -1 | -0.3 | 0.0 | -4 | -10 | i | -9 | 0
OC[C@@H]1CN(CCN2CCOCC2)C[C@H](n2cnc3c(N4CCOCC4)ncnc32)O1 | 2 | -7 | -0.7 | -0.3 | -3 | 3 | i | -3 | -3
Cc1cccc(C)c1NC(=O)c1sc(Cl)nc1C | -1 | -2 | -0.2 | 0.6 | 0 | 8 | i | -10 | -1
CCOc1cccc2c1OC1(C)CC2NC(=O)N1Cc1ccccc1 (stereo not drawn) | -3 | -6 | -1.0 | -0.7 | -5 | -1 | i | -2 | -2
C=CC(=O)Nc1sc2c(c1C(N)=O)CCCC2 | 1 | -4 | 1.3 | -0.4 | -7 | 8 | i | 8 | 1
COc1cccc(-c2nnn(CC(=O)N(C3CCCCC3)C3CCS(=O)(=O)C3)n2)c1 (stereo not drawn) | 1 | -4 | -0.7 | 0.1 | -3 | -6 | i | -8 | 2
Continued.
SMILES | CSN deneddyl inh | FAS TE block | MsrA inhibitor | TbMetRS inhib | bovine MsrA act | PABP1 MLLE inh | Neddyl block | eLon inh | Rin1-Abl PPI inh
CCOc1cc(/C=C/c2cc(C(=O)O)c3ccccc3n2)ccc1O | 3 | -12 | -0.6 | -0.4 | -5 | -2 | i | -15 | -2
COc1ccc(CN2CCC(Oc3ccc(C(=O)N4CCCC4)cc3)CC2)c(F)c1 | 1 | -4 | 0.6 | -0.4 | -5 | -4 | i | 1 | 3
CSc1ncccc1C(=O)OCn1nnc2ccccc2c1=O | 2 | 6 | 0.9 | -0.2 | -1 | 5 | i | -2 | -1
Cc1cc2c(cc1S(=O)(=O)N1CCN(c3cccc(C)c3C)CC1)OCCN2C | 6 | 33 | -0.6 | -1.1 | -8 | -7 | i | 6 | 1
N#CC(OC(=O)c1ccccc1)c1ccccc1 (stereo not drawn) | 6 | 18 | 0.9 | 1.4 | -1 | -5 | i | -7 | -2
COc1cc(CCC(=O)Nc2ccc(S(=O)(=O)NC3=NCCCCC3)cc2)cc(OC)c1OC | -5 | -4 | -1.0 | -0.4 | 0 | -80 | i | 7 | 5
COc1ccc2c(c1)nc(NCCCO)n2Cc1ccccc1 | -1 | -3 | 1.2 | 0.3 | -4 | -4 | i | 4 | 0

10 entries from above, with two lines to a compound:
Second line of a record: CSN deneddyl inh | FAS TE block | MsrA inhibitor | TbMetRS inhib | bovine MsrA act | PABP1 MLLE inh | Neddyl block | eLon inh | Rin1-Abl PPI inh
CCOc1cccc2c1OC1(C)CC2NC(=O)N1Cc1ccccc1 (stereo not drawn)
→ -3 | -6 | -1.0 | -0.7 | -5 | -1 | i | -2 | -2
C=CC(=O)Nc1sc2c(c1C(N)=O)CCCC2
→ 1 | -4 | 1.3 | -0.4 | -7 | 8 | i | 8 | 1
COc1cccc(-c2nnn(CC(=O)N(C3CCCCC3)C3CCS(=O)(=O)C3)n2)c1 (stereo not drawn)
→ 1 | -4 | -0.7 | 0.1 | -3 | -6 | i | -8 | 2
CCOc1cc(/C=C/c2cc(C(=O)O)c3ccccc3n2)ccc1O
→ 3 | -12 | -0.6 | -0.4 | -5 | -2 | i | -15 | -2
COc1ccc(CN2CCC(Oc3ccc(C(=O)N4CCCC4)cc3)CC2)c(F)c1
→ 1 | -4 | 0.6 | -0.4 | -5 | -4 | i | 1 | 3
CSc1ncccc1C(=O)OCn1nnc2ccccc2c1=O
→ 2 | 6 | 0.9 | -0.2 | -1 | 5 | i | -2 | -1
Cc1cc2c(cc1S(=O)(=O)N1CCN(c3cccc(C)c3C)CC1)OCCN2C
→ 6 | 33 | -0.6 | -1.1 | -8 | -7 | i | 6 | 1
N#CC(OC(=O)c1ccccc1)c1ccccc1 (stereo not drawn)
→ 6 | 18 | 0.9 | 1.4 | -1 | -5 | i | -7 | -2
COc1cc(CCC(=O)Nc2ccc(S(=O)(=O)NC3=NCCCCC3)cc2)cc(OC)c1OC
→ -5 | -4 | -1.0 | -0.4 | 0 | -80 | i | 7 | 5
COc1ccc2c(c1)nc(NCCCO)n2Cc1ccccc1
→ -1 | -3 | 1.2 | 0.3 | -4 | -4 | i | 4 | 0
